IP6K1 inhibitor – blocks human inositol hexakisphosphate kinase 1; Q92551; IP6K1 kinase, ADP-Glo luminescence, 2 h; stronger effect = lower value; activity change, % (series mostly up to about 58 µM); 0.81% of 140,000 active; AID 1645851; in the data active = activity change below about -25%
Target sequence (Q92551 whole entry, looked up): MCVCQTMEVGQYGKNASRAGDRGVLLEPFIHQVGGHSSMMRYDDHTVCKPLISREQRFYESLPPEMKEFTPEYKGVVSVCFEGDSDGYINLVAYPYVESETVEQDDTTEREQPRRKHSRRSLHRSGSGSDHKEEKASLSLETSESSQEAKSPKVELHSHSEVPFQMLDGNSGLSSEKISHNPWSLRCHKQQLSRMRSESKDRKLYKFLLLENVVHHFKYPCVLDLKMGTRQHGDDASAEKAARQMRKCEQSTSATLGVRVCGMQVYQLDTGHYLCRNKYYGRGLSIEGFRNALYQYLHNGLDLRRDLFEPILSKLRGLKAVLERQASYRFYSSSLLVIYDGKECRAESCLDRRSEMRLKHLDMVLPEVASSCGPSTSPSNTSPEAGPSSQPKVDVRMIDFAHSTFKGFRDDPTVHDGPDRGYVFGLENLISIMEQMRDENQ
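ADP-Glo luminescence measures ADP made by human IP6K1 during a 2 h RT reaction with ATP/IP6 (mix at 1.3 mM/130 uM); top library doses 57.5 and 19.1 uM final.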
HEK293 viab – reduces viability of HEK-293 SNCA reporter cells | HEK-293-SNCA-luc viability, GF-AFC fluorescence, 24 h | Potency, µM (top dose mostly 57.1 µM), for the others: top-dose activity change, negative = cytotoxicity, usual class: cytotoxic | 0.12% of 150,000 active | AID 1671193;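 also: potency is read from the fitted curve at half-maximal effect; 0% = DMSO-treated cells and -100% = medium-only wells without cells; nearly all actives have a fitted effect of over 30% in size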
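Cytotoxicity counterscreen: after 24 h compound treatment of genome-edited SNCA-luciferase HEK-293 cells, live-cell protease substrate GF-AFC read by fluorescence after 30 min; activity scaled between DMSO (0%) and medium-only (-100%), curves Hill-fitted.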
SNCA expr inh – inhibitors of alpha-synuclein (SNCA) gene expression. 0.17% of 140,000 active. Potency, µM (top dose mostly 57.2 µM), without a hit: at the highest dose activity change, negative = inhibition, most hits filed as inhibitors. HEK-293 SNCA-luciferase knock-in, luminescence, 24 h. AID 1671194;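 also: potency is read from the fitted curve at half-maximal effect; plate controls were DMSO cells for no effect and cell-free wells for full effect; nearly all actives have a fitted effect of over 45% in size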
FLuc inh – Photinus pyralis luciferase inhibition | purified P. pyralis luciferase, luminescence, biochemical | Potency, µM (series often up to 115 µM), inactives show at the highest dose activity change, negative = inhibition, hits mostly inhibitors | P08659 | 2.5% of 76,000 active | AID 1347043; also: potency is read from the fitted curve at half-maximal effect; nearly all actives have a fitted effect of over 65% in size
Target sequence (P08659 whole entry, looked up): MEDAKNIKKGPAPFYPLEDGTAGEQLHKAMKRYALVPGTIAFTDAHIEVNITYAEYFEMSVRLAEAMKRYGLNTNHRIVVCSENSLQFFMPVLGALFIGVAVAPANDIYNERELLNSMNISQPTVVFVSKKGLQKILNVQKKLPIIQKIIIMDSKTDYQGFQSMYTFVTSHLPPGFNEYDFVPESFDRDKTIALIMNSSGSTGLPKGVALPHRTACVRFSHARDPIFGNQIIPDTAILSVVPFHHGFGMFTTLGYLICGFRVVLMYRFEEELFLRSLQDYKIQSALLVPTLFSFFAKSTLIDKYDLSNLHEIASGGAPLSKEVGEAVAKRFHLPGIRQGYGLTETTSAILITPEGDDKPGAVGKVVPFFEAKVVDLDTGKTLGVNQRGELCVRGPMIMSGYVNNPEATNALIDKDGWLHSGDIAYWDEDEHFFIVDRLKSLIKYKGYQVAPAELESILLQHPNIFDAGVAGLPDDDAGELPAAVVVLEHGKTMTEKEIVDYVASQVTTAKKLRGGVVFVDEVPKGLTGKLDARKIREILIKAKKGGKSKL
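FLuc 10nM, D-luciferin 10uM, ATP 10uM, Mg acetate 10mM, Tris acetate pH 7.5, Tween/BSA; cpd qHTS; enzyme added last; CCD luminescence.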
NIH3T3 tox – kills NIH 3T3 cells | 4.3% of 94,000 active | NIH 3T3 viability, CellTiter-Glo ATP luminescence, 48-72 h | Potency, µM (titrated, usually from 96.7 µM), for inactives: at the highest dose activity change, negative = cytotoxicity, hits mostly inhibitors | AID 1345082; also: potency is read from the fitted curve at half-maximal effect; nearly all actives have a fitted effect of over 55% in size
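First NIH 3T3 cells are plated at 400 cells/well; next compound is pinned in; then plates incubate 48 or 72 hr at 37 °C; finally CellTiter-Glo is added and luminescence read after 10 min.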
GPT2 inhibitor – inhibitors of human GPT2 alanine aminotransferase; Q8TD30; Recombinant GPT2, coupled pyruvate oxidase/HRP Amplex Red fluorescence; Potency, µM (highest dose often 57.7 µM), inactives show at the highest dose activity change, negative = inhibition, usual class: inhibitors; 0.25% of 100,000 active; AID 1671188; also: potency is read from the fitted curve at half-maximal effect; nearly all actives have a fitted effect of over 60% in size; many of its hits are not listed in these tables
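Fluorescence read-out: pyruvate from GPT2 turnover coupled to pyruvate oxidase, HRP and Amplex Red (0.2mM ThPP, 0.2U/mL PO and HRP, 50uM Amplex final). Substrates 250uM a-KG, 2mM L-alanine; enzyme 10ng/uL; 30 min RT.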
HEK cytotox – HEK 293 cell cytotoxicity; HEK 293 viability, ATP luminescence (CellTiter-Glo), 48-72 h; Potency, µM (titrated, usually from 115 µM), for the others: top-dose activity change, negative = cytotoxicity, usual class: inhibitors; 6.6% of 94,000 active; also: potency is read from the fitted curve at half-maximal effect; nearly all actives have a fitted effect of over 60% in size
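CellTiter-Glo luminescence (cellular ATP) was read after 48 or 72 hr of compound exposure at 37 degree Celsius. Cells were HEK 293 plated at 250 cells/well.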
* = called active by the depositor; i = inactive; ? = inconclusive; nt = not tested or not shown; [ ] = remark or other dose. Unless noted, calls follow the shape of the dose curve; as a rule, active = well fitted curve in the direction sought with a large enough effect; inconclusive = small, poorly fitted or top-dose-only effect, or another doubt; inactive = no such curve, though single readings can be large; an effect the other way counts as inactive or inconclusive. Unless noted, % is scaled to controls: 0 for no effect and ±100 for the full control effect. This is a subset; rates above refer to the full screens.

SMILES	IP6K1 inhibitor	HEK293 viab	SNCA expr inh	FLuc inh	NIH3T3 tox	GPT2 inhibitor	HEK cytotox
COc1ccc(CC2CCOC3(CCN(C(=O)c4cccc(C#N)c4)CC3)C2)cc1 (centres undefined)	5	-2%	25%	nt	?	-7%	?
O=C(CC1CCCCN(Cc2ccccc2)C1=O)NCc1ccc(F)cc1F (centres undefined)	7	8%	1%	nt	?	-6%	?
CCN(CC)C(=O)CC[C@@H]1CNC(=O)[C@@H]2C[C@H](NCc3ccc(OC)cc3)CN12	-2	3%[87.6 µM]	0%[87.6 µM]	11%[172 µM]	-26%[174 µM]	i	-3%[172 µM]
CSCC(=O)N1CC[C@H](NC(=O)Nc2cccc(SC)c2)[C@H]1C(=O)N[C@H](Cc1ccccc1)C(N)=O	-7	1%	6%	-2%	2%	-19%	-11%
COc1ccc2c(c1)CN(CC=C(C)C)C(=O)CCN2CC(O)COC(C)(C)C (centres undefined)	-4	nt	nt	nt	?	nt	?
Cc1cc(C)cc(OC(C)C(=O)Nc2nc3c(s2)CCCC3)c1 (centres undefined)	9	-3%	2%	nt	nt	nt	nt
O=C(NCc1ccco1)c1ccc2c(c1)N(Cc1c(F)cccc1Cl)C(=O)c1ccccc1S2	14	1%	-6%	nt	nt	nt	nt
O=C(NC[C@H]1OC[C@@H](N(Cc2ccccc2)Cc2ccccc2)[C@@H]1O)Nc1ccccc1	11	-18%[87.6 µM]	2%[87.6 µM]	-8%[172 µM]	?	-8%[88.5 µM]	79µM*
O=C(OCC1CCCO1)c1ccc2c(c1)N(Cc1cccc(F)c1)C(=O)c1ccccc1S2(=O)=O (centres undefined)	11	5%	37%[activator]	nt	nt	nt	nt
C[C@@H]1CN(C(=O)c2cc(-c3ccco3)nc3c(Cl)cccc23)C[C@]1(C)O	5	-17%	-17%	0%	-24%	-15%	-22%
CNc1cccnc1OC1CCN(S(=O)(=O)c2ccc3c(c2)CCC3)C1 (centres undefined)	24	14%	19%	-1%	?	i	?
COc1ccccc1N1CCN(S(=O)(=O)c2ccc3[nH]c4c(c3c2)CCCC4)CC1	2	0%	-16%	nt	nt	nt	nt

Reprinted at random: 5 entries already listed, in no set order.
SMILES	IP6K1 inhibitor	HEK293 viab	SNCA expr inh	FLuc inh	NIH3T3 tox	GPT2 inhibitor	HEK cytotox
O=C(NCc1ccco1)c1ccc2c(c1)N(Cc1c(F)cccc1Cl)C(=O)c1ccccc1S2	14	1%	-6%	nt	nt	nt	nt
COc1ccccc1N1CCN(S(=O)(=O)c2ccc3[nH]c4c(c3c2)CCCC4)CC1	2	0%	-16%	nt	nt	nt	nt
O=C(NC[C@H]1OC[C@@H](N(Cc2ccccc2)Cc2ccccc2)[C@@H]1O)Nc1ccccc1	11	-18%[87.6 µM]	2%[87.6 µM]	-8%[172 µM]	?	-8%[88.5 µM]	79µM*
CNc1cccnc1OC1CCN(S(=O)(=O)c2ccc3c(c2)CCC3)C1 (centres undefined)	24	14%	19%	-1%	?	i	?
C[C@@H]1CN(C(=O)c2cc(-c3ccco3)nc3c(Cl)cccc23)C[C@]1(C)O	5	-17%	-17%	0%	-24%	-15%	-22%

More compounds:
SMILES	IP6K1 inhibitor	HEK293 viab	SNCA expr inh	FLuc inh	NIH3T3 tox	GPT2 inhibitor	HEK cytotox
CN(CC(=O)N1CCC(Cc2nc(C3CCOCC3)no2)CC1)S(=O)(=O)c1cnc[nH]1	5	-14%	1%	-4%	-8%	i	0%
O=C(NCc1nnc2ccc(-c3ccc(Cl)cc3)nn12)c1cccc2[nH]ccc12	1	?	-15%	0%	?	-5%	?
O=C(c1ccc(-c2ccc(O)cc2)cc1)N1CCOC2(CNCCOC2)C1 (centres undefined)	-14	-7%	36%[activator]	-16%	-26%	-7%	-27%
Cc1cc(NC(=O)N2CCCC(Cn3c(C)nc4cccnc43)C2)ccc1Br (centres undefined)	9	-19%	-11%	-19%	?	i	32µM*
Cc1ccc(-n2c(=O)c3ccc(C(=O)NCc4ccccc4Cl)cc3n(CC(=O)Nc3ccc(C)cc3C)c2=O)cc1	14	-3%	4%	nt	nt	nt	nt
O=c1[nH]ccn1C1CCN(Cc2ccccc2C(F)(F)F)CC1	28	-12%[87.6 µM]	1%[87.6 µM]	-4%[172 µM]	?	1%[88.5 µM]	-30%[172 µM]
Cc1nc(-c2cn(C3CCCN(C(=O)c4ccc(F)c(Cl)c4)C3)nn2)no1 (centres undefined)	2	8%	6%	8%	-16%	i	-9%
Cc1nc2scc(C)n2c(=O)c1S(=O)(=O)Nc1ccc(N2CCOCC2)c(Cl)c1	1	17%	-9%	nt	nt	nt	nt
Cc1ccc2c(c1)-c1onc(C(=O)N(C)c3ccc(F)cc3)c1CO2	6	0%	36%[activator]	nt	nt	nt	nt
Cc1nc(-c2ccc(OC3CCN(C(=O)NC4CCCCC4)C3)cc2)no1 (centres undefined)	3	0%	-22%	6%	?	i	?
CCn1c(CN2CCC(C)CC2)nc2cc(NC(=O)c3cccc([N+](=O)[O-])c3)ccc21	-11	-12%	-6%	nt	nt	nt	nt
Cc1ccc(-n2nc(C)c([C@@H]3C=C[C@@H](NC(=O)COCC(=O)O)C3)c2C)cc1Cl	4	6%[87.6 µM]	4%[87.6 µM]	35µM*	-23%[174 µM]	-22%[88.5 µM]	-20%[172 µM]

Single entries from above:
Cc1nc(-c2ccc(OC3CCN(C(=O)NC4CCCCC4)C3)cc2)no1 (centres undefined) @ IP6K1 inhibitor = 3
O=C(c1ccc(-c2ccc(O)cc2)cc1)N1CCOC2(CNCCOC2)C1 (centres undefined) @ NIH3T3 tox = -26%
Cc1ccc(-n2nc(C)c([C@@H]3C=C[C@@H](NC(=O)COCC(=O)O)C3)c2C)cc1Cl @ HEK cytotox = -20%[172 µM]

Additional structures:
SMILES	IP6K1 inhibitor	HEK293 viab	SNCA expr inh	FLuc inh	NIH3T3 tox	GPT2 inhibitor	HEK cytotox
Cc1noc(-c2cn(C3CCN(C(=O)c4cccc(N(C)C)c4)CC3)nn2)n1	15	-9%	74%[activator]	?	-5%	i	0%
CCOc1cc(=O)n2c(c1C(=O)NCc1ccccc1Cl)CCCCC2	-17	0%	-14%	0%	-4%	-1%	?
Cc1nc(C(C)C)sc1C(=O)N1CCCC(OCc2ccccn2)C1 (centres undefined)	-19	-13%	-19%	3%	-3%	i	-1%
CC(=O)N1CC(N2C(=O)c3c(c(C)nn3-c3ccccc3)C2C)C1 (centres undefined)	20	nt	nt	nt	?	nt	-3%[172 µM]
O=C(O)CCCC(=O)N1Cc2ccccc2CC2(CCCN(Cc3ccccc3)C2)C1 (centres undefined)	8	7%	-5%	nt	-11%	i	-3%
Cc1nc(-c2cccc(Cl)c2)n(Cc2cccc(F)c2)c(=O)c1CCO	-3	4%	-15%	0%	?	-5%	?
Cc1cc(C)n2nc(C(=O)N3CCCC4(CNC(=O)O4)C3)cc2n1 (centres undefined)	-3	12%	?	0%	-4%	i[11.5 µM]	-9%
Cc1cc(C(=O)Nc2cccc(-c3nnc4n3CCCC4)c2)n[nH]1	2	0%	-9%	-23%	-13%	i	-11%
COC(=O)c1cccc(NC(=S)N[C@H]2CO[C@H]3[C@@H]2OC[C@@H]3n2nnnc2Oc2cccc(N3CCOCC3)c2)c1	9	-18%	-12%	1%	?	-3%	?
CCN1C(=O)CCN(S(=O)(=O)c2ccccc2)CC12CCOCC2	11	-8%	-27%	4%	-6%	-6%	4%
COCc1nc(C2CCOCC2)nn1CC1COCCO1 (centres undefined)	5	3%	5%	0%	-7%	i	-15%
Cc1cnc(CCNS(=O)(=O)c2cn(C)cn2)n1C1CCC1	-13	7%	14%	-9%	?	4%	-1%
COc1ccc(NC(=O)N2C[C@@H](F)C[C@H]2C(=O)N2CCCCC2)c(OC)c1	-10	-3%	-15%	2%	-8%	-3%	-2%
O=C(NCc1ccc(C(F)(F)F)cc1)C1CCN(Cc2ccccc2-c2cccnc2)CC1	7	6%	-11%	nt	?	5%	?
NC(=O)CN1C(=O)[C@@H]2CN(S(=O)(=O)c3ccc(F)cc3)CCN2C1=O	5	15%[87.6 µM]	21%[87.6 µM]	-10%[172 µM]	3%[174 µM]	0%[88.5 µM]	2%[172 µM]
O=C1CS(=O)(=O)C2(C(=O)N(Cc3ccc(F)cc3)c3ccccc32)N1c1cccc(C(F)(F)F)c1 (centres undefined)	15	9%	-13%	nt	nt	nt	nt
CCc1nnc2c(N3CCN(c4cc(Cl)ccc4C)CC3)nc3ccccc3n12	16	7%	-4%	nt	nt	nt	nt
Cc1cccc(C)c1Oc1ncccc1CNC(=O)CC1CCC(=O)N1 (centres undefined)	2	7%	-18%	11%	i	1%	i
Fc1ccc2c(c1)nc1n2[C@@H](CNCc2c[nH]c3ccccc23)COC1	9	-6%[87.6 µM]	1%[87.6 µM]	0%[172 µM]	?	-14%[88.5 µM]	?
CCOc1ccccc1NC(=O)N1CCC2(CC1)Oc1ccccc1C(=O)N2Cc1ccccc1F	13	-6%	7%	nt	nt	nt	nt
C=C1C(=O)OC2C(OC(=O)C=C(C)C)C(C)=C3C(=O)C=C(C)C3C(O)C12 (centres undefined)	21	?	nt	nt	nt	?	nt
COc1cc(N)c(Cl)cc1C(=O)OCCN1CCCCC1	nt	9%	3%	nt	nt	0%	nt
COc1ccccc1CNC(=O)CCC1CCN(S(=O)(=O)c2ccccc2)CC1	16	-1%	6%	-3%	-26%	5%	?
NC(=O)c1cccc(CN2CCCC23Cc2ccccc2N(C(=O)c2ccc(Cl)cc2)C3)c1 (centres undefined)	-14	-12%	-9%	nt	?	?	?
Cc1csc(Nc2ccc3c(n2)CN(C)C(=O)CO3)n1	-14	?	?	-9%[230 µM]	32µM*	?	18µM*
CCCCC(=O)N(C)CC1CCOC1 (centres undefined)	7	0%	-26%	0%	i	i	-5%
CNc1ncc(C(=O)N[C@@H]2COCC[C@@H]2OCc2c(C)noc2C)cn1	8	11%	1%	-4%	-5%	i	-16%
COc1ccc(-n2cc(CN3CCCC(O)C3)c(-c3cccc(F)c3)n2)cc1 (centres undefined)	-1	?	67%[activator]	28µM*	?	-11%	?
CCn1cc(S(=O)(=O)NC2CCN(C(=O)N3CC4CC(C3)[C@H]3CCCC(=O)N3C4)CC2)cn1 (some centres undefined)	7	11%	22%	9%	i	-14%	8%
Cc1cc(=O)n2[nH]c(CC(=O)N3CC[C@@](O)(C4CCOCC4)[C@H](C)C3)nc2n1	-8	0%	50%[activator]	6%	3%	-17%	2%
O=C(Nc1ccccc1)N1CCCC(c2nc(C3CCOCC3)no2)C1 (centres undefined)	0	-6%	?	-10%	-3%	i	-5%
CN1CCN(C)c2cc(-c3ccc(N4CCOCC4)cc3)ncc2C1	42	-13%[87.6 µM]	28%[87.6 µM]	-1%[172 µM]	?	-34%[88.5 µM]	?
Cc1ccc(CN(Cc2ccco2)C(=O)c2oc3cc(Br)ccc3c2C)cc1	-17	7%	17%	nt	nt	nt	nt
CNC(=O)[C@H]1CN(C(=O)c2ccc(SC)cc2)[C@]2(C)C(=O)N(CC3CC3)c3ccccc3[C@H]12	0	nt	nt	nt	?	nt	?

Compound activity deposited in PubChem BioAssay by National Center for Advancing Translational Sciences (NCATS).
